Screening data deposited in PubChem by several laboratories.
GPR55 activation: GPR55 agonists via beta-arrestin recruitment, primary screen, imaging, U2OS cells, beta-arrestin-GFP redistribution (AID 1961). 290,000 compounds, 0.048% hits. one-dose activation, % at 10 µM; EC50 in µM for titrated hits. G-protein coupled receptor 55 (Homo sapiens). U2OS GPR55 beta-arrestin-GFP redistribution imaging; higher % means a stronger effect;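 active = activation above 40% with more than 50 cells counted in the well; inconclusive = wells holding fewer than 50 cells, flagged as toxic or sparse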;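 note: U2OS osteosarcoma cells stably expressing GPR55 and beta-arrestin-GFP; plate controls were DMSO negative control for no effect and LPI positive control for full effect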
T cell modulator: modulators of CD8 T cell-vesicle binding, primary screen, mouse 2C CD8+ T cells, flow cytometry | 2C CD8+ T cell-vesicle binding; stronger effect = lower value | calls only at 7 µM | 330,000 compounds, 0.068% hits;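 active = response, share of CD8 T cells binding vesicles, and their 90th percentile fluorescence all below set limits, cut at about 80% in these data, passing the limit was not always enough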
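Assay system: 2C TCR transgenic mouse naive CD8+ T cells, MACS-purified | Read-out: CD8+ gate FL2 mean fluorescence as % of same-row positive control | Signal: High-throughput flow cytometry with anti-B7-1 and anti-CD8 staining | Timing: Binding step 1.5 h, 37 °C, antibody labelling 20 min, ice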
Salmonella PhoP GFP: inhibitors of PhoP regulon expression, primary screen, Salmonella Typhimurium, GFP reporter (AID 1863); S. Typhimurium PhoP-regulated promoter GFP reporter, 4 h; higher % means a stronger effect; inhibition, % at 50 µM, or IC50 in µM where a hit was titrated; 300,000 compounds, 0.16% hits;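 active = inhibition over 29.93%, a cutoff 3 SD above the screen mean, later confirmed by dose response; inconclusive = inhibition over 29.93% but no dose response follow-up; inactive = inhibition at most 29.93% or unconfirmed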;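 note: 0% = low Mg2+ inducing control and 100% = high Mg2+ repressing control; strong numbers were not always called active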
NTR1 ag: agonists of NTR1, primary screen, imaging, U2OS cells, beta-arrestin-GFP, high content (AID 493036). Neurotensin receptor type 1 (Homo sapiens), P30989. NTR1-U2OS beta-arrestin-GFP spot imaging, agonist mode. activation, % at 20 µM. 330,000 compounds, 0.17% hits;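 active = activation at or above 40% of the spot to cytoplasm intensity ratio, with at least 20 cells analyzed; inconclusive = wells under 20 cells, flagged as cytotoxic or low count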;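 note: 0% = DMSO without peptide and 100% = 100 nM NTR1 peptide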
Target sequence (P30989 whole entry, looked up): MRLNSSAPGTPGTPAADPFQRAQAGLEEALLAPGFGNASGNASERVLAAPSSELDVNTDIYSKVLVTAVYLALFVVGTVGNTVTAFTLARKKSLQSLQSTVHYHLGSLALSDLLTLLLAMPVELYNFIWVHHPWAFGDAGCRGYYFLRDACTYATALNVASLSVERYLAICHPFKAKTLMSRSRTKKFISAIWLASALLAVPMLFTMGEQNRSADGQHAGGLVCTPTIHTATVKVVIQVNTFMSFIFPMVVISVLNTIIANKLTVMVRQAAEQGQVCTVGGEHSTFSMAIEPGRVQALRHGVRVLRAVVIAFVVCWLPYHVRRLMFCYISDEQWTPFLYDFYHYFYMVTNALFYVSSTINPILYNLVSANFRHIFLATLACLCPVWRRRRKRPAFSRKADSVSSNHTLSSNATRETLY
GPR35 antagonists: GPR35 antagonists blocking zaprinast-driven arrestin recruitment, primary screen, imaging, U2OS, beta-arrestin-GFP, zaprinast agonist (AID 2058). inhibition, % at 10 µM, or IC50 in µM where a hit was titrated. 290,000 compounds, 0.052% hits. G-protein coupled receptor 35 (Homo sapiens). U2OS GPR35 beta-arrestin-GFP translocation imaging, zaprinast antagonism; higher % means a stronger effect;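 active = inhibition of at least 50% with at least 30 cells and total cytoplasm GFP at most 10,000,000; inconclusive = under 30 cells or total GFP of 10,000,000 plus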
KOR beta-arrestin-1: KOR antagonists, beta-arrestin recruitment, cell-based, luminescence, uHTS (AID 1778) | 290,000 compounds, 0.091% hits | one-dose inhibition, % at 10 µM; IC50 in µM for titrated hits | KOR beta-arrestin recruitment, luminescence, antagonist mode; higher % means a stronger effect | Kappa-type opioid receptor (Homo sapiens); in the data active = inhibition above about 50%; note: strong numbers were not always called active
West Nile antiviral: West Nile virus antiviral activity, cell-based, CPE readout (AID 1621); West Nile virus-infected cells, CPE inhibition; higher % means a stronger effect; CPE inhibition, % at 10 µM, or IC50 in µM where a hit was titrated; 290,000 compounds, 0.02% hits; in the data active = a potency from the dose series; inconclusive = CPE inhibition mostly from about 3.7% at the one dose, without a potency; inactive = the rest, 99 in 100 with CPE inhibition below about 2.2%; note: strong numbers were not always called active
KOR beta-arrestin-2: KOR agonists, beta-arrestin recruitment, primary screen, cell-based, luminescence, uHTS (AID 1777); KOR beta-arrestin recruitment, luminescence; higher % means a stronger effect; one-dose activation, % at 10 µM; EC50 in µM for titrated hits; 280,000 compounds, 0.02% hits; in the data active = activation above about 50%, passing the limit was not always enough; note: a part of the inactive calls stands beside numbers as strong as those of hits
GPR55 LPI antagonism: GPR55 antagonists blocking LPI-driven arrestin recruitment, primary screen, imaging, U2OS, beta-arrestin-GFP, LPI agonist (AID 2013); G-protein coupled receptor 55 (Homo sapiens); U2OS GPR55 beta-arrestin-GFP translocation imaging, LPI antagonism; higher % means a stronger effect; inhibition, % at 10 µM, or IC50 in µM where a hit was titrated; 290,000 compounds, 0.13% hits;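 active = spots per cell inhibited over 60%, with over 100 cells counted and total cytoplasm intensity under 500,000; inconclusive = wells with under 100 cells, flagged as likely toxic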;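 note: U2OS cells stably carrying GPR55 and arrestin-GFP stimulated by 5 µM LPI near EC80; imaged beta-arrestin-GFP aggregate spots per cell after agonist stimulation; plate controls were LPI-stimulated DMSO wells for no effect and DMSO wells without LPI for full effect; some results filed as inactive read as strong as hits; confirmed hits need IC50 under 10 µM and bright autofluorescent wells are also inconclusive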
T cell modulator vesicle-bound %: also measured in T cell modulator; calls as there; double positive events, %; measured here: CD8+ vesicle-bound cell fraction;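 binding gate set so that unloaded-vesicle control wells show 10% double positive cells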
NTR1 ag cell count 20 µM: also measured in NTR1 ag; calls as there; cell count; measured here: cell count, cytotoxicity flag
An asterisk follows results filed as active; i = inactive; ? = inconclusive; . = no result given; [ ] = dose if it differs, or a comment. No enrichment for hits. Share with any hit: about 0.62%.

Results follow in this order: GPR55 activation	T cell modulator	T cell modulator vesicle-bound %	Salmonella PhoP GFP	NTR1 ag	NTR1 ag cell count 20 µM	GPR35 antagonists	KOR beta-arrestin-1	West Nile antiviral	KOR beta-arrestin-2	GPR55 LPI antagonism
[1] O=C(CSc1nnc(NC(=O)C2CC2)s1)Nc1ccc(F)cc1
→ -0.1%	i	64	-5%	-3.7	17	-13%	-34%	0.0%	0.2%	-5%
[2] O=C(Cc1ccccc1)N/N=C/c1cc(Br)cc(Br)c1O
→ 0.0%	i	26	-9%	0.7	53	-1%	-28%	0.0%	0.7%	-3%
[3] Cc1cc(C)cc(-n2ccnc2SCC(=O)O)c1
→ 0.0%	i	30	-6%	3.2	64	-4%	-8%	0.1%	0.1%	7%
[4] c1csc(C(c2nnnn2C2CCCC2)N2CCCC3(CCCCC3)C2)c1 (stereo unspecified)
→ -0.1%	i	13	-2%	2.0	77	12%	-1%	1.9%	8.1%	30%
[5] Cc1ccccc1NC(=O)COC(=O)CCc1nc2ccccc2c(=O)[nH]1
→ -0.2%	i	51	4%	-1.1	55	-4%	-8%	-0.2%	-1.1%	-4%
[6] CCOC(=O)c1ccc2c(c1)nc(COc1ccc(OC)cc1)n2CC
→ -0.1%	i	26	-5%	4.7	61	0%	-12%	0.4%	1.4%	-1%
[7] CN(C)CCCn1c(NC(=O)C2CCCCC2)nc2ccccc21
→ -0.1%	i	22	19%	-0.7	30	8%	12%	-0.2%	-3.6%	6%
[8] O=[N+]([O-])c1cccc(/C=N/Nc2nc(NCc3ccccc3)nc(N3CCOCC3)n2)c1O
→ -0.1%	i	26	3%	7.7	70	8%	39%[20 µM]	?	.	1%
[9] COCCNC(=O)CSc1nc(N)c(NC(=O)c2ccccc2F)c(=O)[nH]1
→ -0.2%	i	23	7%	3.9	51	-11%	0%	0.8%	-1.8%	1%
[10] NNC(=O)c1ccc(Cn2cccn2)o1
→ 0.3%	i	50	-3%	0.5	59	7%	7%	-0.1%	0.0%	-5%
[11] COC1CCCN(C(=O)c2ccc3nc(Cc4cccc(Cl)c4)oc3c2)C1 (stereo unspecified)
→ -0.1%	i	31	-7%	0.1	65	18%	13%	-0.4%	4.7%	6%
[12] O=C(N/N=C\c1ccc(-c2ccccc2[N+](=O)[O-])o1)C1COc2cc3ccccc3cc2O1 (stereo unspecified)
→ 0.4%	i	27	-5%	-1.9	45	-15%	-3%	1.0%	4.1%	0%
[13] Cc1ccc(C2=NC3(CCCC3)NC2=S)cc1
→ -0.1%	i	51	-4%	0.4	50	6%	23%	-0.1%	-1.2%	4%
[14] CCSc1nnc(CNc2ccc(C)cc2)n1C
→ 0.0%	i	51	10%	-0.5	87	8%	35%	-0.3%	7.2%	3%
[15] CCC1(C)Cc2c(sc3[nH]c(=O)[nH]c(=O)c23)CS1 (stereo unspecified)
→ 0.8%	i	39	5%	-0.2	59	-6%	17%	0.2%	12%	5%
[16] COc1ccccc1N1CCN(C2CC(=O)N(c3ccc(Cl)cc3)C2=O)CC1 (stereo unspecified)
→ 0.6%	i	24	-9%	0.7	51	-5%	-42%[20 µM]	1.0%	7.9%	15%
[17] COc1c(O)cccc1-c1nnn(CCC(=O)OCC(=O)c2ccccc2)n1
→ 1.0%	i	7	-2%	-0.6	42	-10%	11%	0.1%	11%	-1%
[18] CC(C)(C)NC(=O)CSc1ncccc1-c1nc2ccccc2[nH]1
→ -0.3%	i	60	-4%	0.4	38	4%	-32%[20 µM]	-1.3%	-1.7%	3%
[19] C=CCOC(=O)c1[nH]c2c(c1C)C(=O)CC(c1ccco1)C2 (stereo unspecified)
→ -0.3%	i	65	-4%	-3.4	39	0%	-186%	0.6%	1.4%	-19%
[20] CCNC(=O)C(CCSC)NS(=O)(=O)c1ccc(C)cc1 (stereo unspecified)
→ -0.2%	i	19	-5%	0.2	53	4%	14%	0.0%	7.9%	-3%
[21] CN(C)/C=N/c1nc2ccc3c(c2s1)CCCC3
→ -0.6%	i	12	.	0.0	42	-19%	-44%	0.7%	0.0%	-6%
[22] O=C1OC(c2ccc(Br)cc2)=N/C1=C\c1ccco1
→ 0.0%	i	36	9%	-0.7	42	-17%	17%	0.0%	2.7%	4%
[23] N#Cc1c(N2C(=O)Nc3ccccc3N2O)sc2c1CCCCCC2
→ 1.4%	i	37	-2%	1.1	77	1%	-46%	0.2%	3.0%	0%
[24] Cc1nnc(SCC(=O)NNC(=O)c2ccc(Cl)cc2)s1
→ 0.6%	i	20	7%	-1.4	52	8%	-5%	-0.2%	-4.7%	8%
[25] CCOc1cc(/C=N/N=C2/NC(=O)C(CC(=O)O)S2)ccc1OS(=O)(=O)c1ccc(C)cc1 (stereo unspecified)
→ 1.2%	.	.	-5%	0.2	82	-8%	-45%[20 µM]	0.2%	-3.0%	2%
[26] CCOC(=O)C1CCN(c2nc3ccccc3nc2C(C#N)C(=O)OC(C)COC)CC1 (stereo unspecified)
→ -0.1%	i	22	-12%	-0.4	59	2%	-4%	.	-0.7%	-4%
[27] CC(C)(C)c1ccc(C(=O)N2CCC(C(=O)N3CCCCC3)CC2)cc1
→ 0.0%	i	20	7%	5.0	48	3%	-4%	-1.1%	-0.8%	-5%
[28] COc1cccc(Nc2nc3cc(OC)ccc3cc2C#N)c1
→ 0.1%	i	29	-2%	4.8	47	-5%	9%	-0.5%	7.5%	4%
[29] Cc1cc(=O)oc2cc(OCC(=O)NCCCN3CCOCC3)c(Cl)cc12
→ -0.2%	i	11	-8%	-0.1	68	-2%	-7%	-0.4%	-1.2%	14%
[30] Cc1cccc(NC(=S)NCCc2ccccc2)n1
→ -0.2%	i	22	1%	9.3	49	-10%	-5%	-0.1%	-5.3%	5%
[31] Cc1ccc(-c2nc(N)sc2CC(=O)OCC(=O)NCCC(C)C)cc1
→ -0.3%	i	40	12%	0.9	42	6%	30%	-0.3%	-0.9%	4%
[32] COc1ccc(-c2nn(-c3ccccc3C)cc2CNCc2cccnc2)cc1F
→ -0.1%	i	58	3%	2.6	59	0%	10%[20 µM]	-1.2%	.	-3%
[33] Cn1nc(C(=O)N2CCN(c3ccc(Cl)cc3)CC2)c2c1-c1ccccc1S(=O)(=O)C2
→ -0.2%	i	38	10%	2.3	58	6%	-23%	-0.2%	4.3%	4%
[34] C=CCn1c(SCC(=O)NC(=O)NCc2ccco2)nc2sc(CC)cc2c1=O
→ -0.2%	i	10	3%	0.8	89	3%	7%	-1.6%	31%	-1%
[35] COC(=O)c1ccc(/C=N/NC(=O)c2cccc(F)c2)cc1
→ 0.2%	i	22	11%	-1.5	46	1%	-1%	-0.5%	1.9%	-2%
[36] CN(C)S(=O)(=O)N1CCC(Oc2ccc(C(=O)NCC(C)(C)CO)cc2)CC1
→ 0.1%	i	8	-1%	-0.1	44	19%	2%	-0.5%	3.1%	6%
[37] CCOC(=O)CCNC(=O)N1CCCC(N(C)CCc2ccccc2)C1 (stereo unspecified)
→ -0.3%	i	48	-6%	1.2	53	-14%	-21%[20 µM]	-0.2%	-4.1%	-3%
[38] O=C(Nc1nccs1)c1ccc(COc2ccccc2Cl)o1
→ 0.6%	i	25	-6%	1.3	45	-15%	-42%	-1.0%	16%	0%
[39] COc1ccc(N=Cc2c(O)c3ccccc3n2C(C)=O)cc1
→ -0.1%	i	48	-12%	-3.6	53	19%	25%	0.5%	0.6%	-6%
[40] CSCC[C@H](NC(=O)[C@@H]1Cc2ccccc2CN1)C(=O)Nc1ccc2c(c1)OCCO2
→ -0.1%	i	11	-10%	1.5	59	8%	-6%	-0.3%	-2.1%	14%

Random excerpt: 2 records from the list, in no set order.
Results follow in this order: GPR55 activation	T cell modulator	T cell modulator vesicle-bound %	Salmonella PhoP GFP	NTR1 ag	NTR1 ag cell count 20 µM	GPR35 antagonists	KOR beta-arrestin-1	West Nile antiviral	KOR beta-arrestin-2	GPR55 LPI antagonism
[30] Cc1cccc(NC(=S)NCCc2ccccc2)n1
→ -0.2%	i	22	1%	9.3	49	-10%	-5%	-0.1%	-5.3%	5%
[24] Cc1nnc(SCC(=O)NNC(=O)c2ccc(Cl)cc2)s1
→ 0.6%	i	20	7%	-1.4	52	8%	-5%	-0.2%	-4.7%	8%

(listing goes on)
Results follow in this order: GPR55 activation	T cell modulator	T cell modulator vesicle-bound %	Salmonella PhoP GFP	NTR1 ag	NTR1 ag cell count 20 µM	GPR35 antagonists	KOR beta-arrestin-1	West Nile antiviral	KOR beta-arrestin-2	GPR55 LPI antagonism
[41] CCS(=O)(=O)N1CCCC(C(=O)NCc2ccccc2Cl)C1 (stereo unspecified)
→ -0.2%	i	42	3%	-0.4	34	7%	-40%	0.0%	0.5%	7%
[42] O=C(CSc1nc2ccccc2[nH]1)c1cccs1
→ 0.2%	i	22	2%	0.4	73	4%	-4%	-0.6%	1.0%	2%
[43] COc1ccc2c(c1)c1nc3n(c(=O)c1n2CC(=O)Nc1ccccc1)CCS3
→ -0.2%	i	26	0%	5.7	81	4%	-17%	-0.4%	2.7%	6%
[44] CCCCNC(=O)c1nn2c(C(F)(F)F)cc(-c3ccccc3)nc2c1Br
→ -0.1%	i	60	-5%	0.9	63	2%	-28%[20 µM]	-1.1%	-2.9%	1%
